West Nile virus CPE – West Nile virus antiviral activity, cell-based, CPE readout (AID 1621); West Nile virus-infected cells, CPE inhibition; higher % means a stronger effect; CPE inhibition, % at 10 µM, or IC50 in µM where a hit was titrated; 290,000 compounds, 0.02% hits; in the data active means a potency from the dose series; inconclusive means CPE inhibition mostly from about 3.7% at the one dose, without a potency; inactive means the rest, 99 in 100 with CPE inhibition below about 2.2%; further: strong numbers were not always called active
Myeloid diff MLP – myeloid differentiation induction | ER-HoxA9 myeloid progenitors, lysozyme-GFP differentiation, flow cytometry | calls only at 10 µM | AID 624256 | 360,000 compounds, 1% hits;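 active means normalized GFP-positive differentiation at or above the plate's own cutoff, the solvent-only control mean plus 3 SD; inconclusive means no clear call, values can overlap the other calls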;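 further: cells exposed to compound for four days before flow analysis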
T cell HTS – modulates CD8 T cell binding to vesicles; calls only at 7 µM; 2C CD8+ T cell-vesicle binding, flow cytometry; active compounds read low; 330,000 compounds, 0.068% hits;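 active means response, share of CD8 T cells binding vesicles, and their 90th percentile fluorescence all below set limits, cut at about 80% in these data, passing the limit was not always enough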
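Read-out – percent CD8+ FL2 mean versus row control · System – murine 2C transgenic CD8+ T lymphocytes · Times – 1.5 h cell–vesicle binding at 37 °C, then 20 min icy labelling · Control set – naked vesicles low, QL9 vesicles with vehicle high · Detection – cytometric PE anti-B7-1 and Alexa647 anti-CD8 signals after 1% paraformaldehyde fixation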
Salmonella PhoP GFP – PhoP-dependent GFP reporter repression – Salmonella Typhimurium, primary screen (AID 1863); S. Typhimurium PhoP-regulated promoter GFP reporter, 4 h; higher % means a stronger effect; one-dose inhibition, % at 50 µM; IC50 in µM for titrated hits; 300,000 compounds, 0.16% hits;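 active means inhibition over 29.93%, a cutoff 3 SD above the screen mean, later confirmed by dose response; inconclusive means inhibition over 29.93% but no dose response follow-up; inactive means inhibition at most 29.93% or unconfirmed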;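 further: 0% = low Mg2+ inducing control and 100% = high Mg2+ repressing control; strong numbers were not always called active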
MgcRacGAP inhibition – MgcRacGAP GTPase-activating activity inhibitors, confirmation, biochemical, ADP Hunter fluorescence; inhibition, % at 30 µM; hits with a dose series show IC50 in µM; 340,000 compounds, 0.6% hits; MgcRacGAP-stimulated Rac1 GTP hydrolysis, ADP Hunter fluorescence; higher % means a stronger effect; GST-tagged Rac1 F28L mutant substrate;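 active means first-screen hits whose inhibition reached a set limit at any dose in the follow-up dose series; inconclusive means inhibition above the set first-screen limit but never retested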;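 further: fluorescence reports GDP produced by GAP-driven GTP hydrolysis; strong numbers were not always called active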
bCat nuc transl – modulators of beta-catenin nuclear translocation. HeLa beta-catenin nuclear translocation, immunofluorescence imaging. nuclear translocation activity, % at 5 µM. 190,000 compounds, 0.3% hits;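 active means nuclear translocation activity above 50% at 5 µM, with a well cell count of 50 or more; inconclusive means wells under 50 cells across six images, flagged as toxic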;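 further: per-cell ratio of nuclear to cytoplasmic median beta-catenin stain intensity; plate controls were DMSO negative control for no effect and GSK-3 inhibitor IX positive control for full effect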
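Test system: human HeLa cells, native beta-catenin. Compound dosing: 5 µM primary single dose, 0.1% DMSO, 0.02–20 µM confirmation series. Incubation: compound exposure 24 h at 37°C. Detection: beta-catenin immunostaining with DAPI counterstain, 20x imaging, 6 fields/well. Read-out basis: Nuclear/cytoplasmic beta-catenin signal ratio, % activation.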
RSV antiviral HEp-2 – inhibition of RSV-induced cytopathic effect – HEp-2 cells, primary 10 µM value included (AID 2391); CPE inhibition, % at 10 µM; hits with a dose series show IC50 in µM; HEp-2 cells, RSV-induced CPE inhibition; higher % means a stronger effect; 310,000 compounds, 0.13% hits; in the data active means a potency from the dose series; inconclusive means CPE inhibition mostly from about 23% at the one dose, without a potency; inactive means the rest, 99 in 100 with CPE inhibition below about 21%; further: strong numbers were not always called active
SV40 large T antigen – SV40 large T antigen inhibitors, biochemical (AID 1903) | SV40 large T antigen ATPase/helicase inhibition assay; higher % means a stronger effect | inhibition, % at 20 µM; hits with a dose series show IC50 in µM | 310,000 compounds, 0.39% hits; in the data active means a potency from the dose series; inconclusive means inhibition mostly from about 32% at the one dose, without a potency; inactive means the rest, 99 in 100 with inhibition below about 32%; further: strong numbers were not always called active
WT yeast gro inh – growth inhibition of WT yeast, mitochondrial fusion screen; 190,000 compounds, 2.1% hits; AID 1362; inhibition, % at 10 µM; mitochondrial fusion phenotypic screen, WT strain; in the data active means inhibition above about 58%; tested in S. cerevisiae
WT yeast gro inh mutant strain – further read-out of WT yeast gro inh, marked with its call; inhibition, %; mitochondrial fusion phenotypic screen, mutant strain inhibition
bCat nuc transl cell count 5 µM – further read-out of bCat nuc transl, marked with its call; cell count; measured here: cell count, cytotoxicity flag
T cell HTS vesicle-bound % – also measured in T cell HTS; calls as there; double positive events, %; measured here: CD8+ vesicle-bound cell fraction;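 binding gate set so that unloaded-vesicle control wells show 10% double positive cells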
Myeloid diff MLP GFP+ MAC1+ % – further read-out of Myeloid diff MLP, marked with its call; GFP+ MAC1+ double positive, %; measured here: differentiation confirmed by MAC1 staining
* hit, by the source's call; i = inactive; ? = inconclusive; · = not tested or not shown.

Molecule	Salmonella PhoP GFP	WT yeast gro inh	Myeloid diff MLP GFP+ MAC1+ %	MgcRacGAP inhibition	RSV antiviral HEp-2	Myeloid diff MLP	West Nile virus CPE	T cell HTS vesicle-bound %	bCat nuc transl	bCat nuc transl cell count 5 µM	WT yeast gro inh mutant strain	T cell HTS	SV40 large T antigen
O=c1cc(CSc2nnc(Nc3ccccc3F)s2)nc2sccn12	-1%	-16	0.1	1%	11%	i	0.1%	11	-1.0	1087	-7	i	-2%
O=C(c1cccc(-c2nnc(-c3ccccc3)o2)c1)N1CCCCC1	1%	2	0.7	13%	0.3%	i	-0.5%	1	·	·	3	i	23%
O=C(Nc1ccccc1C(=O)O)c1cncc(Br)c1	3%	3	2.4	8%	0.3%	i	-0.6%	21	-3.1	1215	21	i	5%
N#CC1CN(C(c2ccccc2)c2ccccc2)C1	-2%	1	0.8	11%	-0.4%	i	0.1%	48	-2.2	1028	-25	i	4%
Fc1ccc(N/N=C2/CCSc3sccc32)c(F)c1	-3%	·	1.0	7%	·	i	-0.4%	13	-0.1	1170	·	i	12%
Cc1c(C(=O)Nc2ccc(F)cc2)cn2c(nc3ccccc32)c1C#N	-8%	·	0.3	7%	0.0%	i	-0.1%	49	-0.1	1316	·	i	13%
COc1ccc(C(=O)CSc2nnc(CN3CCCC3)n2-c2ccc(F)cc2)c(OC)c1	11%	9	0.4	6%	0.1%	i	-1.6%	59	1.2	923	10	i	7%
CN(Cc1ccccc1)C(=O)CCn1c(=O)oc2ccccc21	-10%	2	2.0	8%	2.0%	i	-0.1%	24	-6.5	1158	1	i	12%
CCC(C)(C)n1nnnc1C(c1ccccc1)N1CCN(Cc2ccccc2)CC1 (stereo unspecified)	·	0	0.2	2%	-1.6%	i	-1.2%	67	-0.5	941	-9	i	·
O=C(O)C(Cc1c[nH]c2ccccc12)NS(=O)(=O)c1cccc(Cl)c1Cl (stereo unspecified)	7%	·	1.1	2%	-0.2%	i	0.1%	52	·	·	·	i	-14%
O=C(C1CCC1)N1CCc2cc(S(=O)(=O)NCc3ccco3)ccc21	-5%	-2	1.0	1%	0.8%	i	-0.5%	28	·	·	5	i	5%
CCC(Sc1nnc2c3ccccc3n(CC)c2n1)C(=O)Nc1sc2c(c1C#N)CCCC2 (stereo unspecified)	-14%	1	1.4	12%	-0.4%	i	?	24	6.3	923	-9	i	10%
Cc1cccc(C)c1N1CC(=O)N(c2c(C)cccc2C)CC1=O	6%	6	0.2	2%	0.3%	i	0.0%	47	0.9	1398	-5	i	-3%
COc1ccccc1CNC(=O)C12CC3CC(CC(C3)C1)C2	-8%	·	1.3	10%	1.0%	i	0.0%	49	·	·	·	i	-4%
Cc1cc(NC(=O)COC(=O)c2cc(S(=O)(=O)N(C)C)ccc2Cl)no1	·	·	0.8	5%	0.5%	i	·	33	·	·	·	i	·
Cc1cc(C)c2cc(C#N)c(SCC(=O)Nc3ccc4c(c3)OCO4)nc2c1	-4%	·	0.3	11%	0.8%	i	0.5%	45	-0.2	1281	·	i	5%
Cc1ccc(NC(=O)c2c(C)nc3ccccn23)cc1C	-5%	27	0.3	8%	0.7%	i	0.1%	37	0.8	1057	13	i	6%
CN(CC(=O)Nc1cccc(F)c1)C(=O)c1ccccc1Sc1ccccc1C#N	·	·	1.6	9%	0.6%	i	·	30	·	·	·	i	·
CC(C)C(=O)NNS(=O)(=O)c1ccccc1	-3%	-12	0.1	2%	0.9%	i	0.6%	46	-0.9	1092	-8	i	6%
O=C(/C=C/c1cccs1)c1ccc(Br)cc1	-9%	1	0.9	11%	1.2%	i	0.1%	51	-3.0	1323	-7	i	1%
CC(C)OC(=O)CC12CN3CN(C1)CC(CC(=O)OC(C)C)(C3)C2=O	-2%	6	1.1	4%	1.4%	i	0.4%	41	·	·	0	i	0%
O=C(COC(=O)CN1C(=O)COc2ccccc21)NCc1ccc(F)cc1	4%	·	0.6	6%	-0.6%	i	·	37	·	·	·	i	1%
Cc1nn(C)c(C(=O)N/N=C/c2ccc(C(F)(F)F)cc2)c1[N+](=O)[O-]	1%	0	0.0	5%	0.5%	i	-0.2%	47	-0.8	951	0	i	21%
Cc1cc(N2CCCC2)nc(-c2ccccc2O)n1	27%	7	0.6	12%	0.4%	i	-0.5%	14	·	·	2	i	5%
CCC1(O)c2ccccc2-c2ncccc21 (stereo unspecified)	6%	-2	2.5	8%	1.2%	i	0.1%	28	0.7	1404	17	i	2%

Four compounds from above, reduced to Myeloid diff MLP, T cell HTS vesicle-bound % and Myeloid diff MLP GFP+ MAC1+ %:
SMILES | Myeloid diff MLP | T cell HTS vesicle-bound % | Myeloid diff MLP GFP+ MAC1+ %
N#CC1CN(C(c2ccccc2)c2ccccc2)C1 | i | 48 | 0.8
Fc1ccc(N/N=C2/CCSc3sccc32)c(F)c1 | i | 13 | 1.0
CCC1(O)c2ccccc2-c2ncccc21 (stereo unspecified) | i | 28 | 2.5
CC(C)C(=O)NNS(=O)(=O)c1ccccc1 | i | 46 | 0.1

Six compounds out of the list, arranged by SMILES length, smallest number first:
Molecule	Salmonella PhoP GFP	WT yeast gro inh	Myeloid diff MLP GFP+ MAC1+ %	MgcRacGAP inhibition	RSV antiviral HEp-2	Myeloid diff MLP	West Nile virus CPE	T cell HTS vesicle-bound %	bCat nuc transl	bCat nuc transl cell count 5 µM	WT yeast gro inh mutant strain	T cell HTS	SV40 large T antigen
Cc1cc(N2CCCC2)nc(-c2ccccc2O)n1	27%	7	0.6	12%	0.4%	i	-0.5%	14	·	·	2	i	5%
Cc1ccc(NC(=O)c2c(C)nc3ccccn23)cc1C	-5%	27	0.3	8%	0.7%	i	0.1%	37	0.8	1057	13	i	6%
COc1ccccc1CNC(=O)C12CC3CC(CC(C3)C1)C2	-8%	·	1.3	10%	1.0%	i	0.0%	49	·	·	·	i	-4%
Cc1c(C(=O)Nc2ccc(F)cc2)cn2c(nc3ccccc32)c1C#N	-8%	·	0.3	7%	0.0%	i	-0.1%	49	-0.1	1316	·	i	13%
O=C(O)C(Cc1c[nH]c2ccccc12)NS(=O)(=O)c1cccc(Cl)c1Cl (stereo unspecified)	7%	·	1.1	2%	-0.2%	i	0.1%	52	·	·	·	i	-14%
COc1ccc(C(=O)CSc2nnc(CN3CCCC3)n2-c2ccc(F)cc2)c(OC)c1	11%	9	0.4	6%	0.1%	i	-1.6%	59	1.2	923	10	i	7%

(next part)
Molecule	Salmonella PhoP GFP	WT yeast gro inh	Myeloid diff MLP GFP+ MAC1+ %	MgcRacGAP inhibition	RSV antiviral HEp-2	Myeloid diff MLP	West Nile virus CPE	T cell HTS vesicle-bound %	bCat nuc transl	bCat nuc transl cell count 5 µM	WT yeast gro inh mutant strain	T cell HTS	SV40 large T antigen
CSc1ccccc1C(=O)NCC(c1ccco1)N(C)C (stereo unspecified)	-1%	·	0.0	7%	1.8%	i	-0.1%	29	·	·	·	i	9%
O=C(COc1ccc(Br)cc1Cl)NC(=S)Nc1ccccn1	-1%	·	1.0	8%	2.5%	i	0.1%	68	·	·	·	i	-13%
Cc1[nH]n(-c2ccccc2)c(=O)c1N=Nc1ccc(Cl)cc1	-3%	·	0.3	11%	5.8%	i	0.2%	63	·	·	·	i	21%
Cc1c(Br)c([N+](=O)[O-])nn1CC(=O)Nc1ccc(C(N)=O)cc1	6%	2	0.2	10%	4.8%	i	0.4%	55	1.8	1452	3	i	5%
O=C(/C=C/c1ccccc1Cl)NCCN1CCOCC1	-5%	-4	14	2%	0.3%	i	-0.3%	16	-2.1	1355	14	i	10%
CN(C)CCNC(=O)c1[nH]nc2c1CCc1ccccc1-2	7%	·	0.8	7%	-0.8%	i	-1.0%	54	·	·	·	i	9%
Cc1oncc1-c1csc(-c2ccccc2Cl)n1	-8%	14	0.3	6%	-3.5%	i	0.0%	55	1.3	837	14	i	5%
Cc1cc(C(=O)NCc2ccccc2)c(=O)[nH]c1C	6%	8	0.5	3%	5.3%	i	0.4%	15	-5.0	946	7	i	3%
O=C(COc1ccc(Cl)cc1Cl)NC(=S)N1CCCc2ccccc21	-8%	-3	7.1	23%	1.8%	i	-0.6%	6	-0.8	1044	-3	i	14%
Cc1noc(C)c1COc1ccccc1C(=O)N(C)CC(=O)Nc1ccc(Cl)c(Cl)c1	-5%	·	0.8	5%	16%	i	·	23	·	·	·	i	6%
Cc1nnc(SCC(=O)NCc2cccs2)n1-c1ccccc1	12%	-5	0.0	3%	0.7%	i	0.1%	18	·	·	-5	i	6%
Cc1ccc(CCNC(=O)C2CCC(CNc3c(N4CCC(C)CC4)c(=O)c3=O)CC2)cc1 (stereo unspecified)	-1%	-5	2.5	7%	3.7%	i	-0.2%	35	-2.6	633	-17	i	0%
Cc1cc(NC(=O)CCC(=O)N(c2ccccc2)C(C(=O)NC2CCCC2)c2ccc(F)cc2)no1 (stereo unspecified)	9%	·	2.6	0%	0.4%	i	0.0%	30	·	·	·	i	6%
CN1CCN(C(=S)Nc2ccccc2Cl)CC1	-11%	6	0.7	12%	-0.6%	i	-0.9%	19	-1.9	1238	-5	i	3%
CN1CCN(C(=O)c2ccc(CS(=O)(=O)c3c(Cl)cccc3Cl)o2)CC1	2%	4	1.2	6%	-0.5%	i	0.2%	40	-4.0	1266	-1	i	2%
Cc1ccc(N=C2C(=O)Nc3ccc(C)c(Br)c32)cc1	5%	·	0.8	6%	3.7%	i	-0.2%	27	·	·	·	i	4%
C=CCn1c(SCC(=O)NCCc2ccccc2)nc2c([nH]c3ccccc32)c1=O	-4%	·	0.5	7%	4.7%	i	-0.3%	12	·	·	·	i	4%

Compound activity from PubChem BioAssay.
